# Screens as filed in PubChem BioAssay.
# WRN helicase inh = qHTS for Inhibitors of WRN Helicase. Bifunctional 3'-5' exonuclease/ATP-dependent helicase WRN (Homo sapiens), Q14191. WRN helicase unwinding, fluorescent forked duplex, kinetic. Potency, µM (highest dose often 114 µM), without a hit: at the top dose activity change, negative = inhibition, hits mostly inhibitors. actives 0.46% (n = 360,000). AID 651768, 2012; also: potency is read from the fitted curve at half-maximal effect; % is scaled to controls: 0 for no effect and ±100 for the full control effect; nearly all actives have a fitted effect of over 55% in size
#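 Primary qHTS, 1536-well format. 20 nM WRN + compound, 15 min RT; start with 100 nM forked fluorophore/quencher duplex, 2 mM ATP (final); kinetic read ex 525/em 598 nm.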
# EPAC1 antag = qHTS for Antagonist of cAMP-regulated guanine nucleotide exchange factor 3 (EPAC1): primary screen; Rap guanine nucleotide exchange factor 3 (Homo sapiens), O95398; EPAC1 GEF assay, Rap1b-BODIPY-GDP exchange fluorescence; Potency, µM (highest dose often 115 µM), without a hit: at the top dose activity change, negative = inhibition, most hits filed as inhibitors; actives 0.14% (n = 360,000);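 also: potency is read from the fitted curve at half-maximal effect; plate controls were vehicle for no effect and positive control for full effect; nearly all actives have a fitted effect of over 50% in size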
# EPAC1 agonist = qHTS for Agonist of cAMP-regulated guanine nucleotide exchange factor 3 (EPAC1): primary screen; Potency, µM (doses to about 154 µM), inactives show at the top dose activation, hits mostly activators; EPAC1 agonist qHTS, biochemical assay; response scale: 100% = response to 6.5 mM cAMP; Rap guanine nucleotide exchange factor 3 (Homo sapiens), O95398; AID 720707, 2013; actives 0.073% (n = 360,000); also: potency is read from the fitted curve at half-maximal effect; nearly all actives have a fitted effect of over 60% in size
#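 Multi-concentration qHTS readout: loss of Rap1B-bound BODIPY-GDP fluorescence driven by 100 nM EPAC1 with excess GDP (50 uM), monitored kinetically at room temperature; agonist response expressed relative to 6.5 mM cAMP.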
# Mm-Cpn inhibitor = Inhibitors of TCP-1 ring complex (TRiC) of Methanococcus maripaludis (MmCpn): qHTS. Chaperonin Mm-Cpn (Methanococcus maripaludis). purified Mm-Cpn ATPase, ADP Transcreener TR-FRET. Potency, µM (titrated, usually from 76.9 µM), for the others: top-dose activity, negative = inhibition, hits mostly inhibitors. actives 0.031% (n = 330,000). AID 504842, 2011; also: potency is read from the fitted curve at half-maximal effect; % is scaled to controls: 0 for no effect and ±100 for the full control effect; nearly all actives have a fitted effect of over 80% in size
#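 Purified archaeal chaperonin (25 nM final) was preincubated with compound for 10 min at 37°C, then ATP (10 uM final) was added for 30 min at 37°C in Tris pH 7.4/KCl/MgCl2/DTT buffer. ADP was quantified by HTRF Transcreener TR-FRET.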
# EPAC2 antagonist = qHTS for Antagonist of cAMP-regulated guanine nucleotide exchange factor 2 (EPAC2): primary screen; actives 0.18% (n = 360,000); Rap guanine nucleotide exchange factor 4 (Homo sapiens), Q8WZA2; Potency, µM (top dose mostly 114 µM), without a hit: at the highest dose activity, negative = inhibition, hits mostly inhibitors; EPAC2 GEF exchange of Rap1B-BODIPY-GDP, fluorescence; also: potency is read from the fitted curve at half-maximal effect; % is scaled to controls: 0 for no effect and ±100 for the full control effect; nearly all actives have a fitted effect of over 45% in size; many of its hits are not listed in these tables
# Target sequence (Q8WZA2 whole entry, looked up): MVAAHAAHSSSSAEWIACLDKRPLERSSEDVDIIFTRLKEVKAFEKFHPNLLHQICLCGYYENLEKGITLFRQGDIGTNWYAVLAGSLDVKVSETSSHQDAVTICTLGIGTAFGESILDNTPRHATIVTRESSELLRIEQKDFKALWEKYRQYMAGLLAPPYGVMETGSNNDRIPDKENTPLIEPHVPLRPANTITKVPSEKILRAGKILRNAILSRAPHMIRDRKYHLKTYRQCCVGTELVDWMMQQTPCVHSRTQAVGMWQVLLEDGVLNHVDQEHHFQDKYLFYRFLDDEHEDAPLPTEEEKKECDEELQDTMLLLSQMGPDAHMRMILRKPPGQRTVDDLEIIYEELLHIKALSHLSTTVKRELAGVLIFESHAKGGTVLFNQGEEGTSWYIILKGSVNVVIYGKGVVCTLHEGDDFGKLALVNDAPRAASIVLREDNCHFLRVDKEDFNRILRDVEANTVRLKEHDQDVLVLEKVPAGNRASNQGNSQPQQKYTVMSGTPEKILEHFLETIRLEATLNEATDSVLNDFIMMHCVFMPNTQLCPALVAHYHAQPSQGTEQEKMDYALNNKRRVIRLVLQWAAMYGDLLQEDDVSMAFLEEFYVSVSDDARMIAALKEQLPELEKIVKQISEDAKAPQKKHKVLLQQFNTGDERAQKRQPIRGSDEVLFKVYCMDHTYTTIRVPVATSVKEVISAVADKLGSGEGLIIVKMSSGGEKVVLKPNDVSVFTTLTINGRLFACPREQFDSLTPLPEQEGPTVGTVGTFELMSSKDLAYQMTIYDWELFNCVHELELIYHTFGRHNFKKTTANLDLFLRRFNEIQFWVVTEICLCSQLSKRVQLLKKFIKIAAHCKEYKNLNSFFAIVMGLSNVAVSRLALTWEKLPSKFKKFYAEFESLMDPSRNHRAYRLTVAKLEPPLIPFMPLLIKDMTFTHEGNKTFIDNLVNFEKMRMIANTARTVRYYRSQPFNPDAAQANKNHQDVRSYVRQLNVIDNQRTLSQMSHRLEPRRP
# PI5P4Ka inh = qHTS for Inhibitors of phosphatidylinositol 5-phosphate 4-kinase (PI5P4K). AID 652105, 2013. actives 1.2% (n = 330,000). max response, %. Phosphatidylinositol 5-phosphate 4-kinase type-2 alpha (Homo sapiens), P48426. PI5P4Kalpha enzyme, ADP-Glo luminescence, 60 min; active compounds read low; active = max response of -50% or lower; inconclusive = between -30% and -50%; inactive = -30% or higher; also: value at the top dose of about 77 µM; % is scaled to controls: 0 for no effect and ±100 for the full control effect
#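 Compounds were pin-transferred onto PI5P4Kalpha and substrate in HEPES pH 7.4 buffer with EGTA, CHAPS and 5% DMSO. ATP (5 microM final) started the reaction, which ran 60 minutes at room temperature before ADP-Glo detection.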
# PLK1 PBD inh = qHTS for Inhibitors of PLK1-PDB (polo-like kinase 1 - polo-box domain): Primary Screen | Serine/threonine-protein kinase PLK1 (Homo sapiens), P53350 | Potency, µM, inactives show max response, negative = inhibition, usual class: inhibitors | AID 720504, 2013 | actives 2.8% (n = 360,000) | Plk1 PBD binding of FITC phosphopeptide, fluorescence polarization; also: potency is read from the fitted curve at half-maximal effect; series mostly up to about 57 µM; % is scaled to controls: 0 for no effect and ±100 for the full control effect; nearly all actives have a fitted effect of over 65% in size
# CCT chaperon mod = High-Throughput Screening for Modulators of Cytosolic Chaperonin Activity; purified chaperonin ATPase assay, HTRF ADP detection, 30 min; activity change, % (test concentration not listed), hits read low; actives 0.3% (n = 360,000); AID 651819, 2012; in the data active = activity change below about -30%; also: % is scaled to controls: 0 for no effect and ±100 for the full control effect
#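 First, chaperonin was dispensed at 40 nM or 20 nM final depending on batch activity. Next, compounds were pinned at 76 uM and ATP added at 10 uM. After 30 min at 37 °C, ADP detection reagents ran 30 min at ambient temperature.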
# The depositor's hits bear a star; u = inconclusive; x = not tested or not shown; [ ] = another dose, or the depositor's remark. Unless noted, calls follow the shape of the dose curve; as a rule, active = well fitted curve in the direction sought with a large enough effect; inconclusive = small, poorly fitted or top-dose-only effect, or another doubt; inactive = no such curve, though single readings can be large; an effect the other way counts as inactive or inconclusive. Not all compounds are listed. The share of hits here may be higher or lower than overall.
# Keys – A = WRN helicase inh; B = EPAC1 antag; C = EPAC1 agonist; D = Mm-Cpn inhibitor; E = EPAC2 antagonist; F = PI5P4Ka inh; G = PLK1 PBD inh; H = CCT chaperon mod
Cc1ccc(Nc2c(-c3ccc(C)o3)nc3ncccn23)cc1
  A: 13%	B: 2%	C: 6%	D: -8%	E: -2%	F: -3	G: -4%	H: 0.5

C=CCNC(=O)c1cc2cc(Cl)ccc2nc1N
  A: -1%	B: -5%	C: -3%	D: x	E: 0%	F: -2	G: -6%	H: 1.9

COc1ccc(CN(C)CC(O)COC(c2ccc(OC)cc2)c2ccc(OC)cc2)cc1 (configuration not stated)
  A: 4%	B: 24%	C: 2%	D: 2%	E: 15%	F: 1	G: -1%	H: 3.2

CN1CCN(C(=O)c2ccc3c(c2)N(Cc2ccc(Cl)cc2)C(=O)c2ccccc2S3=O)CC1 (configuration not stated)
  A: -20%	B: -7%	C: -16%	D: 0%	E: 1%	F: 2	G: -22%	H: 0.6

COc1ccc(NS(=O)(=O)c2ccc(N3CCN(CCO)CC3)c([N+](=O)[O-])c2)cc1
  A: -23%	B: 9%	C: 19%	D: 2%	E: 9%	F: 7	G: -9%	H: -1.2

COc1ccccc1CNC(=O)C(C)n1cccc1C(=O)c1ccccc1 (configuration not stated)
  A: 2%	B: 1%	C: -12%	D: 1%	E: -7%	F: 2	G: -12%	H: 1.4

COc1ccc2[nH]c(=O)c(CN(CCO)C(=O)c3ccccc3F)cc2c1
  A: -7%	B: 0%	C: 6%	D: 2%	E: -2%	F: 9	G: -5%	H: -2.0

COc1ccc(CN(C)C(=O)C(Cc2ccccc2)NC(=O)c2ccccc2)c(OC)c1OC (configuration not stated)
  A: 2%	B: -12%	C: 14%	D: x	E: -15%	F: -9	G: -14%	H: -1.6

COc1ccc(OC)c(CCNC(=O)c2ccc3c(c2)N(Cc2ccc(F)cc2)CCS3)c1
  A: -4%	B: 8%	C: 2%	D: u	E: 0%	F: -6	G: -5%	H: -0.5

N#Cc1c(-c2ccccc2)nc(-c2cccnc2)[nH]c1=O
  A: -9%	B: -3%	C: -7%	D: -6%	E: -2%	F: 7	G: 6%	H: -1.1

# A stretch of the results above, for reference:
# Keys – A = WRN helicase inh; B = EPAC1 antag; C = EPAC1 agonist; D = Mm-Cpn inhibitor; E = EPAC2 antagonist; F = PI5P4Ka inh; G = PLK1 PBD inh; H = CCT chaperon mod
COc1ccc(OC)c(CCNC(=O)c2ccc3c(c2)N(Cc2ccc(F)cc2)CCS3)c1
  A: -4%	B: 8%	C: 2%	D: u	E: 0%	F: -6	G: -5%	H: -0.5

N#Cc1c(-c2ccccc2)nc(-c2cccnc2)[nH]c1=O
  A: -9%	B: -3%	C: -7%	D: -6%	E: -2%	F: 7	G: 6%	H: -1.1

# Later entries:
# Keys – A = WRN helicase inh; B = EPAC1 antag; C = EPAC1 agonist; D = Mm-Cpn inhibitor; E = EPAC2 antagonist; F = PI5P4Ka inh; G = PLK1 PBD inh; H = CCT chaperon mod
C=CCN1C=CC(=O)[C@@H](O)[C@H]1c1ccccc1Br
  A: -2%	B: 0%	C: 0%	D: x	E: -5%	F: 3	G: 0%	H: -1.9

CCC(C)NC(=O)Nc1ccc(Br)cc1 (configuration not stated)
  A: -7%	B: -13%	C: -14%	D: -4%	E: 7%	F: -8	G: -8%	H: 1.6

OCCNc1nc2ccccc2n1CCN1CCCCC1
  A: 6%	B: 7%	C: 6%	D: 0%	E: 4%	F: -4	G: -28%	H: -1.0

CC(O)CNc1nc2c(c(=O)n(C)c(=O)n2C)n1C/C=C/c1ccccc1 (configuration not stated)
  A: 0%	B: -4%	C: 4%	D: 0%	E: 0%	F: x	G: -5%	H: -2.1

CC1CCc2cc(F)ccc2N1C(=O)CSc1nnc2c(n1)[nH]c1ccccc12 (configuration not stated)
  A: -17%	B: 12%	C: -10%	D: 0%	E: 2%	F: 0	G: -3%	H: -2.1

COc1ccc(NC(=O)C(c2ccccc2)n2c(=O)c(-c3cc4ccccc4[nH]3)nc3ccccc32)cc1 (configuration not stated)
  A: -4%	B: 1%	C: 2%	D: x	E: -3%	F: 0	G: -3%	H: x

O=C(NCC(=O)N1CCN(c2ccccn2)CC1)c1ccc(Br)o1
  A: 4%	B: -3%	C: 9%	D: 2%	E: 6%	F: -2	G: 1%	H: -0.4

O=C(COc1ccccc1)Nc1ccccc1C(=O)NCc1ccco1
  A: -2%	B: -8%	C: 8%	D: -1%	E: -7%	F: -5	G: -13%	H: 0.4

Nc1cc(C(=O)OCC(=O)NC(c2ccccc2)c2ccccc2)ccc1Cl
  A: -4%	B: 0%	C: 3%	D: 1%	E: 3%	F: 2	G: -4%	H: 0.0

CC(C)CCNC(=O)c1ccccc1NC(=O)C1=CSCCO1
  A: 2%	B: -8%	C: 2%	D: u	E: 10%	F: -4	G: -7%	H: 1.0

Cc1ccccc1N=CC=C1OC(C)(C)C(C)(C)O1
  A: 0%	B: -2%	C: 8%	D: -1%	E: -1%	F: -2	G: -7%	H: -2.1

Cc1onc(-c2ccccc2)c1C(=O)NCc1ccc(Cl)cc1
  A: -6%	B: -1%	C: 0%	D: 5%	E: 10%	F: 1	G: 5%	H: -0.5

Cc1ccc(OCC(=O)N(Cc2ccccc2)c2ccccn2)cc1
  A: 9%	B: -2%	C: -5%	D: -2%	E: -7%	F: 3	G: -1%	H: -2.0

CC(NC(=O)C(=O)N1CCCCC1)C(c1cccs1)N1CCN(c2ccccc2F)CC1 (configuration not stated)
  A: -3%	B: -9%	C: 7%	D: -5%	E: -6%	F: -1	G: -24%	H: -0.8

COc1ccc(C(C(=O)NC(C)(C)C)N(C(=O)CCC(=O)Nc2cc(C)on2)c2ccccc2F)cc1 (configuration not stated)
  A: 4%	B: -2%	C: -5%	D: 0%	E: -7%	F: -4	G: 4%	H: -0.4

C/C=C/C1=CC(=O)C[C@H](c2ccc(F)cc2)C1
  A: 5%	B: 5%	C: 7%	D: 1%	E: -22%	F: -7	G: -12%	H: -1.9

Cc1cccc(NC(=O)C2CCN(S(=O)(=O)c3cccc4nonc34)CC2)c1
  A: 1%[57.1 µM]	B: -14%	C: 7%	D: -4%	E: -16%	F: -6	G: -7%	H: 0.8

COc1ccc(CC(=O)OCC(=O)NC2CCCCC2)cc1
  A: -4%	B: -4%	C: -11%	D: 0%	E: 1%	F: 4	G: -4%	H: 0.8

# Some of the entries so far, with two lines to a compound.
# Results follow in this order: WRN helicase inh | EPAC1 antag | EPAC1 agonist | Mm-Cpn inhibitor | EPAC2 antagonist | PI5P4Ka inh | PLK1 PBD inh | CCT chaperon mod
O=C(COc1ccccc1)Nc1ccccc1C(=O)NCc1ccco1
    -2% | -8% | 8% | -1% | -7% | -5 | -13% | 0.4
Nc1cc(C(=O)OCC(=O)NC(c2ccccc2)c2ccccc2)ccc1Cl
    -4% | 0% | 3% | 1% | 3% | 2 | -4% | 0.0
CC(C)CCNC(=O)c1ccccc1NC(=O)C1=CSCCO1
    2% | -8% | 2% | u | 10% | -4 | -7% | 1.0
Cc1ccccc1N=CC=C1OC(C)(C)C(C)(C)O1
    0% | -2% | 8% | -1% | -1% | -2 | -7% | -2.1
Cc1onc(-c2ccccc2)c1C(=O)NCc1ccc(Cl)cc1
    -6% | -1% | 0% | 5% | 10% | 1 | 5% | -0.5
Cc1ccc(OCC(=O)N(Cc2ccccc2)c2ccccn2)cc1
    9% | -2% | -5% | -2% | -7% | 3 | -1% | -2.0
CC(NC(=O)C(=O)N1CCCCC1)C(c1cccs1)N1CCN(c2ccccc2F)CC1 (configuration not stated)
    -3% | -9% | 7% | -5% | -6% | -1 | -24% | -0.8
COc1ccc(C(C(=O)NC(C)(C)C)N(C(=O)CCC(=O)Nc2cc(C)on2)c2ccccc2F)cc1 (configuration not stated)
    4% | -2% | -5% | 0% | -7% | -4 | 4% | -0.4
C/C=C/C1=CC(=O)C[C@H](c2ccc(F)cc2)C1
    5% | 5% | 7% | 1% | -22% | -7 | -12% | -1.9
Cc1cccc(NC(=O)C2CCN(S(=O)(=O)c3cccc4nonc34)CC2)c1
    1%[57.1 µM] | -14% | 7% | -4% | -16% | -6 | -7% | 0.8
COc1ccc(CC(=O)OCC(=O)NC2CCCCC2)cc1
    -4% | -4% | -11% | 0% | 1% | 4 | -4% | 0.8
